Cl transport mod: KCC2 cotransporter modulators, thallium flux, primary screen, cell-based, HEK293 KCC2, FluoZin-2 fluorescence, MLSMR | B-score of Tl+ flux slope (higher = more flux/activation; lower = inhibition) at 10 µM | Solute carrier family 12 member 5 (Homo sapiens), Q9H2X9 | KCC2 cells, thallium flux FluoZin-2 fluorescence | 190,000 compounds, 2.2% hits | AID 1456, 2008;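 active = thallium flux slope and its plate-corrected score both differing from the plate sample mean at a set confidence after two filtering rounds, in either direction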;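 also: slope of fluorescence scaled to starting intensity during 10 to 20 s after thallium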
Furin inhibitor: human furin inhibitors, primary screen, biochemical, fluorescence intensity; P09958; purified furin, fluorogenic substrate cleavage; inhibition, % at 30 µM; 220,000 compounds, 0.061% hits; AID 463115, 2010; in the data active = inhibition above about 25%; also: inactives centre near -15
PERK inhibitor: block of dimerizer-induced PERK translation repression, primary screen, PERK inhibitor project, CHO PERK-DD cells, SEAP luminescence, HTS; CHO PERK-DD fusion, SEAP luminescence translation reporter; Eukaryotic translation initiation factor 2-alpha kinase 3 (Homo sapiens), Q9NZJ5; AID 1416, 2008; inhibition, % at 5.6 µM; 220,000 compounds, 0.17% hits;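 active = inhibition above the mean inhibition of all tested compounds plus 3 SD, set separately per screening campaign, cut at about 2.9% in these data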;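 also: PERK kinase domain activated by AP20187 dimerizer at 100 nM; 0% = DMSO with dimerizer and 100% = rapamycin at 8.4 µM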
Target sequence (Q9NZJ5 whole entry, looked up, the tested form may be a part): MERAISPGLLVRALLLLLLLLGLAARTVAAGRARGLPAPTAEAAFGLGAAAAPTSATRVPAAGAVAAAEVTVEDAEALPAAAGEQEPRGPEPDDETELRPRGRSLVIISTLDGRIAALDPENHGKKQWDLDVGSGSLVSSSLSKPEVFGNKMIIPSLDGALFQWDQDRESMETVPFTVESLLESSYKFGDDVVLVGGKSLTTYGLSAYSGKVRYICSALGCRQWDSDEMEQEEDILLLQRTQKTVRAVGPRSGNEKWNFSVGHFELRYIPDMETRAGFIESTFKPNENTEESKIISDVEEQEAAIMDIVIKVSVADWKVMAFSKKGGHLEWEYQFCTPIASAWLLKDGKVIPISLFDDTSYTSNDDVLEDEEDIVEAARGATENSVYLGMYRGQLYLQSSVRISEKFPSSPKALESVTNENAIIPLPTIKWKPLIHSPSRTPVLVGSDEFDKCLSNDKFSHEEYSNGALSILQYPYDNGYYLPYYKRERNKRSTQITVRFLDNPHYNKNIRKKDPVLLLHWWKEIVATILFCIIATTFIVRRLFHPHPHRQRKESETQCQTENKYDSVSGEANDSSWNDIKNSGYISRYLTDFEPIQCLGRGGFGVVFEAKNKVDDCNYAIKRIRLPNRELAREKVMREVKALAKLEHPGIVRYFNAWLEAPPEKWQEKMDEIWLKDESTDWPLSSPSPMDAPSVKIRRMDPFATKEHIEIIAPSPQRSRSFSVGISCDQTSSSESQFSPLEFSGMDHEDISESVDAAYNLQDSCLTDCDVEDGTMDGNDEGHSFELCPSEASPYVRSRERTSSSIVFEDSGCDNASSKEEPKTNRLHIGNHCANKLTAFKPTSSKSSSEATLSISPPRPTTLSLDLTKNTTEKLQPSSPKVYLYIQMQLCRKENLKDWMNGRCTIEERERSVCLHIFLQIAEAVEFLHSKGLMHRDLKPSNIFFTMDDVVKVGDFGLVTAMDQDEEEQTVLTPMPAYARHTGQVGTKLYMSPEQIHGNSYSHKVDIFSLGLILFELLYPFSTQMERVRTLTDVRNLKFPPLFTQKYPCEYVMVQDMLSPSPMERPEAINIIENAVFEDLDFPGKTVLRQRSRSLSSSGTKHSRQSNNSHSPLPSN
Wee1 stabilizer: Wee1 degradation inhibitors, primary screen, cell-based, HeLa, Wee1K328M-luciferase, luminescence. Wee1-like protein kinase (Homo sapiens), P30291. 220,000 compounds, 1.2% hits. reporter increase, % at 5 µM. HeLa Luc-Wee1K328M stability; 100% = proteasome inhibitor MG132 effect;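 active = activation above the mean of all tested compounds plus 3 SD, set per screening run, cut at about 8.8% in these data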;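 also: cells exposed to compound for 20 h before luminescence read; 0% = DMSO alone and 100% = MG132 at 30 µM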
hK5 inh: human KLK5 protease inhibitors, primary screen, biochemical, 1536-well; recombinant hK5, fluorogenic AMC substrate cleavage; inhibition, % at 5 µM; 210,000 compounds, 0.59% hits;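 active = inhibition of 40% or more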;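 also: 0% = enzyme controls without compound and 100% = no-enzyme blanks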
Thrombin inh: human alpha-thrombin inhibitors, primary screen, counter-screen for coagulation protease inhibitor project, biochemical, 1536-well, fluorogenic AMC substrate; Boc-VPR-AMC fluorogenic substrate cleavage; inhibition, % at 5 µM; 220,000 compounds, 0.26% hits; AID 1046, 2008;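 active = inhibition at or above 40%; inactive = inhibition below 40%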;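 also: 0% = enzyme with no compound and 100% = wells without enzyme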
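signal = AMC fluorescence, 355/460 nm | material = human alpha-thrombin enzyme | control set = enzyme without compound as high, wells lacking enzyme as low | times = reaction at room temperature | read-out basis = percent inhibition scaled between no-compound controls and no-enzyme blanks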
FXIa inh: human FXIa protease inhibitors, primary screen, biochemical, 1536-well; AID 798, 2007; 220,000 compounds, 0.14% hits; Coagulation factor XI (Homo sapiens), P03951; inhibition, % at 5 µM; purified FXIa, Boc-Glu-Ala-Arg-AMC fluorogenic substrate;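 active = inhibition of at least 40%; inactive = inhibition below 40%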;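 also: fluorescence of freed AMC excited at 355 nm; 0% = enzyme without compound and 100% = no enzyme blank; many of its hits are not listed in these tables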
p97 ATPase inh: inhibitors of human p97 ATPase, primary screen, biochemical. recombinant p97 ATPase, Kinase-Glo ATP luminescence, 3 h. inhibition, % at 8 µM. 220,000 compounds, 0.42% hits; in the data active = inhibition above about 15%;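 also: 0% = DMSO vehicle and 100% = wells lacking enzyme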
FXIIa inh: human FXIIa protease inhibitors, primary screen, biochemical, 1536-well. purified FXIIa, Boc-QGR-AMC fluorogenic substrate, 2 h. inhibition, % at 5 µM. 220,000 compounds, 0.3% hits; in the data active = inhibition above about 40%;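 also: 0% = enzyme with no compound and 100% = blank without enzyme; many of its hits are not listed in these tables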
* hit, by the source's call; x = not tested or not shown; [ ] = dose if it differs, or a comment.

SMILES	Cl transport mod	Furin inhibitor	PERK inhibitor	Wee1 stabilizer	hK5 inh	Thrombin inh	FXIa inh	p97 ATPase inh	FXIIa inh
CC1CCCCN1C(=O)CSc1nc2ccccc2[nH]1 (stereo unspecified)	0.58	-17	0.2	2	-2	-3	-4	-2	9
Cc1ccc(C(=O)OCC(=O)Nc2ccc(N(C)C)cc2)cc1NC(=O)c1ccco1	-0.0053	-12[20 µM]	-0.1	-1	-7	4	2	3	7
CCOC(=O)N1CCN(S(=O)(=O)c2ccc(OC)c(OC)c2)CC1	-0.34	-9[20 µM]	-0.1	-1	-3	3	8	2	10
C=CCn1c(SCC(=O)NC23CC4CC(CC(C4)C2)C3)nc2cc(C(=O)O)ccc2c1=O	-0.16	-21	1.0	-2	-2	-23	-7	4	6
CCCS(=O)(=O)N1CCCC(C(=O)NC2CCCCC2)C1 (stereo unspecified)	0.07	10	0.7	-1	-1	-5	-11	2	-10
FC(F)(F)c1nc(Sc2ncccc2C(F)(F)F)n[nH]1	-0.17	-26	1.4	-3	10	-4	2	-5	5
Cc1cccc(C(=O)CC(=O)c2cc(Cl)ccc2O)c1	x	-15[20 µM]	0.5	-1	4	-3	1	5	16
Cc1cccc(NC(=O)/C(C#N)=C\c2cn(CC(=O)O)c3ccccc23)c1	-0.29	-18	1.3	-2	-9	0	-4	3	1
O=C(COC(=O)c1ccccc1Nc1ccc(SC(F)F)cc1)NC1CC1	-1	-11	-0.5	3	-21	0	4	1	10
CCCNC(=O)c1oc2ccc3c(c2c1C)C(=O)CC(C)(C)O3	-0.67	-26[20 µM]	-0.4	1	-7	2	7	1	16
Cc1cc(C)n(CCCC(=O)O)n1	0.028	-29	0.3	2	4	-7	-1	5	8
CCOC(=O)c1ccc(NNC(=O)CC)c([N+](=O)[O-])c1	1.3	-20	0.6	-1	-2	-6	-1	7	4
Cn1nc(C(=O)Nc2cccc(S(N)(=O)=O)c2)c2ccccc2c1=O	x	-17	0.7	0	-6	-7	-4	0	1
CCOC(=O)c1c(-c2ccc(C)o2)csc1NC(=O)CN1CCN(CC)CC1	0.18	-11[20 µM]	0.1	-4	-10	6	-1	-2	19
CCOc1ccccc1-c1nc(-c2cc3ccccc3nc2OC)no1	-0.073	-27	0.1	1	-11	-9	-4	1	9
Cc1cc(C(=O)N2CCN(c3ncccn3)CC2)cs1	0.58	-9[20 µM]	-0.5	1	-31	-2	0	-1	13
O=C(NCCCN1CCCC1=O)c1ccc(OC(F)(F)F)cc1	0.84	-8	0.0	2	-9	-5	-6	2	-10
Cc1cccc2sc(NC(=O)CN3C(=O)C4CC=CCC4C3=O)nc12 (stereo unspecified)	-1	-17	-0.2	-3	-4	-2	-6	-2	5
CC(C)=CCc1c(O)c(CC=C(C)C)c2occ(-c3ccc(O)cc3)c(=O)c2c1O	-0.23	-18	x	x	0	2	2	x	7
Cc1nc(NC(=O)c2ccc(Br)s2)sc1C(=O)N(C)C	1.2	-2[20 µM]	2.1	11*	-19	6	14	5	7
Cc1occc1-c1nnc(-c2cc([N+](=O)[O-])cc([N+](=O)[O-])c2)o1	-0.23	-20	0.1	0	-3	-8	-2	1	9
O=C(NO)c1ccccc1C(F)(F)F	-0.14	-19	0.7	-1	1	-10	1	10	6
Cc1ccc(NC2=NCC(=O)N2Cc2ccc3c(c2)OCO3)cc1	-0.051	-11	0.7	-2	-3	-4	-8	2	8
CCOC(=O)C1CCCCN1Cc1ccc(OC)c(OC)c1OC (stereo unspecified)	x	-9	-0.7	-1	-16	1	19	-6	28
CC(C)Oc1ccc(C2C(C(=O)c3ccco3)=C(O)C(=O)N2Cc2cccnc2)cc1 (stereo unspecified)	0.46	-14	0.6	0	-8	-4	-3	4	-10
CCOc1ccc(S(=O)(=O)NCc2ccco2)c2ccccc12	x	-8	0.7	7	-24	-6	2	4	14
C/C(=N\NC(=O)CCCOc1ccc(Cl)cc1C)c1ccc(C)o1	0.39	-21	0.8	-2	-12	-4	8	3	12
COc1ccc2cc(C(=O)COC(=O)COc3ccc4c(C)cc(=O)oc4c3)ccc2c1	0.63	-18	1.1	1	-3	-2	7	2	7
Cc1oc(-c2ccccc2F)nc1CS(=O)(=O)CC(=O)NC1CCCC1	0.47	-9	-1.1	-2	-15	-8	-2	-6	8
CSc1cccc(NC(=O)C2CCN(C(=O)c3ccccc3C)CC2)c1	0.053	-22	-0.6	3	-10	-9	-1	-6	0
CC(=O)Nc1ccc(Nc2c3c4c(cccc4n(C)c2=O)C(=O)c2ccccc2-3)cc1	x	-17	-0.1	-4	-6	-1	20	3	13
O=C(CCc1ccccc1O)N/N=C/c1ccc(Sc2cccc3cccnc23)o1	x	-2[20 µM]	-1.0	-2	22	6	9	1	-7
COc1ccccc1NC(C)C(=O)N/N=C/c1ccccc1OCc1cccc(Br)c1 (stereo unspecified)	0.29	-10	0.6	1	-3	-1	15	1	16
Cn1ncc([N+](=O)[O-])c1C(=O)N/N=C/c1c[nH]c2ccccc12	0.24	-24	1.4	-3	7	9	0	7	12
Cc1cc(N2CCC(C)CC2)nc2cccc(O)c12	x	-25	0.7	-2	3	-2	-6	6	2
S=C(N/N=C/c1cccs1)NC1CC2CCC1C2 (stereo unspecified)	19*	14	0.3	3	-18	-1	-8	7	6
Cc1ccc(-c2nnn(CC(=O)Nc3ccc4nn(-c5ccccc5)nc4c3)n2)o1	x	-6	-0.2	0	0	1	1	2	13
Cc1c(-c2ccnc3cc(C(=O)O)nn23)cnn1C	x	-17	0.5	-2	1	-10	-1	7	4
COC(=O)c1cn(N(C)c2ncc(C(F)(F)F)cc2Cl)c(=O)c2ccccc12	x	-7[20 µM]	0.0	3	1	-7	-30	-5	-2
S=C(c1ccc2c(c1)OCO2)N1CCCCCC1	0.004	-16[20 µM]	0.6	0	1	3	5	1	13
COc1ccc(CN(C#N)c2nc(SC)nc(N(C)C)n2)cc1	x	-6	0.2	-1	-14	-13	-4	4	4
CCOc1ccc(CN(C)C(=O)c2cccnc2OCC)cc1OC	0.08	-23	0.7	0	-6	-5	-3	4	2
COc1ccc(CC(=O)OCC(=O)Nc2ccc3c(c2)OCO3)cc1OC	0.51	-15	-0.1	2	0	-5	-2	-3	5
Cc1n[nH]c(=S)n(/N=C/c2cccs2)c1=O	x	-17	2.2	1	-11	-4	1	4	7
COc1ccc(C(F)(F)F)cc1NC(=O)c1nc2nc(C)cc(C(F)F)n2n1	1.1	-19[20 µM]	0.8	-1	-10	10	-2	-2	8
COc1ccc(/C=N/N2C(=N)SCC2=O)cc1	0.13	-20	1.1	-3	0	-4	-1	-6	5
Cc1cc(C)c(C#N)c(SCC(=O)N2CCN(Cc3ccccc3)CC2)n1	-0.7	-17	-0.9	1	15	-4	-8	-8	7
O=C(CCCC(=O)N1CCCc2ccccc21)N1CCCc2ccccc21	-0.76	-12	-0.5	0	-11	4	2	-9	16
Cc1c(/C=N/NC(=O)c2ccc(Br)o2)cnn1C	0.23	-22	0.0	1	37	-3	5	-4	5
Cc1cc(N2CCC(C)CC2)n2ncc(-c3ccccc3)c2n1	x	-6	0.1	-2	-2	1	-1	7	12

Grouped by structure: the compounds so far with an NH in an aromatic ring
SMILES	Cl transport mod	Furin inhibitor	PERK inhibitor	Wee1 stabilizer	hK5 inh	Thrombin inh	FXIa inh	p97 ATPase inh	FXIIa inh
CC1CCCCN1C(=O)CSc1nc2ccccc2[nH]1 (stereo unspecified)	0.58	-17	0.2	2	-2	-3	-4	-2	9
FC(F)(F)c1nc(Sc2ncccc2C(F)(F)F)n[nH]1	-0.17	-26	1.4	-3	10	-4	2	-5	5
Cn1ncc([N+](=O)[O-])c1C(=O)N/N=C/c1c[nH]c2ccccc12	0.24	-24	1.4	-3	7	9	0	7	12
Cc1n[nH]c(=S)n(/N=C/c2cccs2)c1=O	x	-17	2.2	1	-11	-4	1	4	7

The list goes on:
SMILES	Cl transport mod	Furin inhibitor	PERK inhibitor	Wee1 stabilizer	hK5 inh	Thrombin inh	FXIa inh	p97 ATPase inh	FXIIa inh
O=C(NCCc1ccc(F)cc1)Nc1ccc2c(c1)OCO2	-0.28	-23	-0.2	-3	x	-8	0	-2	6
Cc1cc(N2C(=O)CC(Cc3ccc(Cl)cc3)C2=O)no1 (stereo unspecified)	-2.9	-23[20 µM]	1.2	0	40*	5	-3	1	18
O=c1c2ccccc2nc2ccc(N3CCOCC3)nn12	x	-7[20 µM]	0.1	2	-7	-5	-18	-8	3
Cc1ccc(-n2c(=O)c(C#N)cc3c(=O)n4cccc(C)c4nc32)cc1	-0.25	-18[20 µM]	0.4	2	-13	-3	-14	3	-11
CCOC(=O)NC(=O)/C(N=Nc1cc(C)cc(C)c1)=C(\C)O	-2.4	-20	-0.1	-1	-4	-11	-6	-3	3
CNC(=O)NC(=O)C(C)OC(=O)c1oc2ccccc2c1CSc1ccc(Cl)cc1 (stereo unspecified)	-1.5	-14	1.0	-2	-16	-11	-2	1	0
COc1ccc(/C(N)=N/OC(=O)c2ccc3c(c2)OCO3)cc1	0.89	-24	1.8	-5	-15	-4	0	9	1
Cc1cc(C)cc(NC(=O)c2cc(C)n(Cc3cccs3)c2C)c1	1.3	-12	0.1	1	-8	-1	-8	2	9
O=[N+]([O-])c1c(Nc2ccccc2O)cc(N2CCOCC2)c2nonc12	-1.7	-28	0.8	-2	-1	-2	1	4	11
O=C(CN1C(=O)c2ccccc2C1=O)Nc1cc([N+](=O)[O-])ccc1O	0.59	-12	1.0	1	0	-4	-3	2	2
CNC(=O)NC(=O)COC(=O)c1ccc(-n2c(C)ccc2C)cc1	0.57	-15	0.8	1	0	-8	-3	2	-1
CCc1nn(-c2ccccc2)c(=S)c2ccccc12	-0.97	-16	0.1	3	4	4	3	-2	11
COc1ccc(Cc2noc(CN(C)CC3CCN(Cc4ccccc4)CC3)n2)cc1OC	1.2	7	-1.7	0	-1	-5	0	-1	6
O=C(N/N=C(\Cc1ncc[nH]1)c1ccccc1)c1ccccc1	0.32	-18	-0.2	-2	-4	-7	-4	3	1
Cc1c(OCC(=O)OC(C)(C)C)ccc2c3c(c(=O)oc12)CCC3	-0.76	-26	0.2	1	-7	3	-5	-2	-1
CCc1ccc(C(=O)Cn2cnc3cc([N+](=O)[O-])ccc3c2=O)cc1	-0.39	-18	-0.4	-3	2	1	0	0	13
COc1ccc(-c2nnn(CCc3nn[nH]n3)n2)cc1	0.76	-11[20 µM]	2.0	0	x	x	x	4	x
O=C(c1cn2ccccc2n1)N1CCc2c([nH]c3ccccc23)C1c1ccccn1 (stereo unspecified)	-0.0065	-29	-0.2	-2	6	-1	0	4	9
O=C1C2CC=C(Cl)CC2C(=O)N1CCc1c[nH]c2ccccc12 (stereo unspecified)	x	-3	0.5	-1	3	2	3	1	1
CC(C)C(=O)NC(=S)Nc1ccccc1N1CCN(C(=O)c2ccc(Cl)cc2)CC1	-0.052	-17	1.2	-2	x	-3	-1	3	8
